Bioassay records: PubChem BioAssay, several laboratories
OPRM1-OPRD1 inv = mu-delta opioid heterodimer inverse agonism | P35372+P41143 | cell-based MOR-DOR heterodimer luminescence | inhibition, % at 9.3 µM | 340,000 tested, 0.21% active; in the data active = inhibition above about 22%, passing the limit was not always enough;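 note: 0% = cells with DMSO and 100% = wells without cells with DMSO; values of inactives mirror those of a sister screen read the other way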
Target sequence (P35372 whole entry, looked up): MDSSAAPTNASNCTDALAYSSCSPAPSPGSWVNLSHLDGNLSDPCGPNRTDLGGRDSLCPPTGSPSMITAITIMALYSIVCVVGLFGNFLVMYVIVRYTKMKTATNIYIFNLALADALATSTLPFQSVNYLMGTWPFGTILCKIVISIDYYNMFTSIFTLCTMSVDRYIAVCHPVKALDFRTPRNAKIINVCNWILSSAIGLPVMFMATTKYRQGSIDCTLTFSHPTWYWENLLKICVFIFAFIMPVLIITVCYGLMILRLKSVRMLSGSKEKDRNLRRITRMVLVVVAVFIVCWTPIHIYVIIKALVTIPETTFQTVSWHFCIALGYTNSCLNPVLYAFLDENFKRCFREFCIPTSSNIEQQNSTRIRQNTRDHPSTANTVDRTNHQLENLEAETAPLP
Target sequence (P41143 whole entry, looked up): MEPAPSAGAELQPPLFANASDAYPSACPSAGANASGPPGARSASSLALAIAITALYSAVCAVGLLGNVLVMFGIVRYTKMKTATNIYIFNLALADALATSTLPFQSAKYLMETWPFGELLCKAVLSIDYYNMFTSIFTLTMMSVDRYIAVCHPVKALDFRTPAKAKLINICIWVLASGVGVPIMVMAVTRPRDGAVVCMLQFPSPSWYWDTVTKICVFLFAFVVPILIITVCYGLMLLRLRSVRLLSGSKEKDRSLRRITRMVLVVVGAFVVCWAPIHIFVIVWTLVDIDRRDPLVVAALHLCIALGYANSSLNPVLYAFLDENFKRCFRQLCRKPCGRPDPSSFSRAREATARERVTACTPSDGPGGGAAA
PKA-R1A activ = activators of PKA-R1A complex. P00514+P68181. PKA-R1A dissociation, Cy5-IP20 fluorescence polarization; scaled: DMSO 0%, 113 µM cGMP 100%. activation, % at 11.4 µM. 340,000 tested, 0.083% active;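 active = percent activation above the mean of all tested compounds plus 3 SD, cut at about 19% in these data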;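 note: higher means more PKAc released from R1A so a rise in polarization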
Mot1-301 SUMO = SUMOylation pathway inhibition by Mot1-301 growth rescue; S. cerevisiae Mot1-301 growth rescue, ATP luminescence, 38.5C; percent above DMSO median, 100 means doubled; growth rescue, % at 18.8 µM; 320,000 tested, 1% active; AID 2716;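 active = every valid replicate shows activation above 250% relative to neutral control wells; inactive = the rest, any valid replicate at or below 250%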;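 note: OY570 slx delta 5 strain wells were the positive control but not used for scaling; some compounds called inactive have numbers as strong as hits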
OPRM1-OPRD1 ag = agonists of human mu-delta opioid receptor heterodimerization | P35372+P41143 | cells, OPRM1-OPRD1 heterodimerization, luminescence | activation, % at 9.3 µM | 340,000 tested, 0.3% active; in the data active = activation above about 18%;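 note: 0% = vehicle-treated cells and 100% = reference agonist; values of inactives mirror those of a sister screen read the other way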
PfHsp90 yeast 2 = inhibits growth of yeast expressing Plasmodium falciparum Hsp90. S. cerevisiae expressing PfHsp90, BacTiter-Glo ATP, 48 h; yeast lacking PDR1 and PDR3 efflux regulators. inhibition, % at 9.4 µM. 310,000 tested, 0.32% active;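 active = every replicate shows inhibition above about 80%, whatever the replicate mean, limit read from the data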;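 note: 0% = DMSO neutral controls and 100% = 20 µM radicicol positive controls; yeast relying on Plasmodium falciparum Hsp90 in place of its own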
phage Ecoli inh = E. coli growth loss with phage present. 360,000 tested, 0.26% active. growth absorbance. inhibition, % at 11.9 µM; in the data active = inhibition above about 11%
Pemphigus Ab inh = inhibitors of pemphigus antibody binding to human desmoglein-3; P32926; DSG3-coupled beads, scFv-anti-DSG3-GFP binding, flow cytometry; hits give low values; binding (percent of control), % at 10 µM; 310,000 tested, 0.48% active; AID 588358;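 active = binding more than 3 SD below its plate's average and above zero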;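 note: hits lower antibody fragment binding to DSG3; some compounds called inactive have numbers as strong as hits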
AddAB inh = less growth of phage-infected E. coli with AddAB. E. coli expressing H. pylori AddAB, absorbance growth. inhibition, % at 11.9 µM. 330,000 tested, 0.29% active; in the data active = inhibition above about 12%;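 note: 0% = vehicle wells of infected cells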
Tat transport = blocks Tat-dependent protein export in E. coli. E. coli MC4100 TorA-mCherry Tat export, fluorescence. inhibition, % at 10 µM. 340,000 tested, 0.036% active. AID 488895;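 active = mean replicate inhibition at least 50% and at least half of replicates individually reaching 50%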;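 note: exported cargo escapes ClpAP degradation while cytoplasmic cargo is degraded and loses fluorescence; 0% = median of neutral control wells and 100% = median of NaSCN control wells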
E coli growth = counter-screen for AddAB inhibitors: E. coli growth inhibition; E. coli V3065 growth, OD600 absorbance, 18 h; inhibition, % at 11.9 µM; 330,000 tested, 0.27% active; AID 449728;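 active = inhibition above the campaign's mean inhibition across all tested compounds plus 3 SD, cut at about 9.9% in these data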;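 note: uninfected addAB+ strain grown without phage in ampicillin broth; 0% = DMSO wells and 100% = ciprofloxacin 0.95 µg/ml wells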
Arr AP2 block = human beta-arrestin and AP2 interaction inhibition; inhibition, % at 10 µM; FITC-arrestin peptide / GST-AP2 beads, flow cytometry; AP2 beta2 appendage carries R879A mutation; AID 504490; 340,000 tested, 0.31% active;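 active = inhibition above a set limit, near 3 SD of compounds lacking own fluorescence, cut at about 54% in these data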;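 note: plate controls were DMSO wells for no effect and 5 µM unlabelled arrestin peptide for full effect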
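test system = AP2 appendage R879A on GSH beads | buffer or medium = PBS plus Tween 20 (0.05%) and BSA (0.1%) | incubation = 12 min plus 1 h, RT | detection = bead flow cytometry, FITC channel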
Active calls of the source: *. Outcome played no part in choosing rows; 2.8% or so of the library scored in one or more.

Screening O=S(=O)(Cc1ccccc1)N1CCc2ccccc2C1 returned OPRM1-OPRD1 inv 2, PKA-R1A activ 6, Mot1-301 SUMO 12, OPRM1-OPRD1 ag -0.4, phage Ecoli inh 2.5, Pemphigus Ab inh 97, AddAB inh -0.1, Tat transport -2, E coli growth 2.6 and Arr AP2 block 16.
For COc1ccc(CNc2ncc(-c3ccc(Cl)cc3)n2C)c(OC)c1OC the results were OPRM1-OPRD1 inv 21, PKA-R1A activ 2, Mot1-301 SUMO -2, OPRM1-OPRD1 ag -4.5, PfHsp90 yeast 2 5, phage Ecoli inh 0.3, Pemphigus Ab inh 112, AddAB inh 1.0, Tat transport 5, E coli growth -1.4 and Arr AP2 block 11.
`COc1cccc(CNS(=O)(=O)c2ccccc2Br)c1OC` gave OPRM1-OPRD1 inv 3, PKA-R1A activ -9, OPRM1-OPRD1 ag -0.7, PfHsp90 yeast 2 8, phage Ecoli inh 3.0, Pemphigus Ab inh 93, Tat transport 10 and Arr AP2 block 26.
`Cc1ccc2[nH]c(=O)c(C(c3nnnn3CCc3ccccc3)N3CCOCC3)cc2c1` (stereo unspecified) gave OPRM1-OPRD1 inv -24, PKA-R1A activ -7, OPRM1-OPRD1 ag 4.0, PfHsp90 yeast 2 21, phage Ecoli inh 2.5, AddAB inh -1.5, Tat transport -5, E coli growth 0.6 and Arr AP2 block 1.
`CCOc1ccc2oc(C(=O)NC3CCN(Cc4ccccc4)CC3)c(C)c2c1` gave OPRM1-OPRD1 inv 1, PKA-R1A activ -1, Mot1-301 SUMO 16, OPRM1-OPRD1 ag -0.2, phage Ecoli inh 5.5, Pemphigus Ab inh 119, AddAB inh 2.1, Tat transport 2, E coli growth 1.5 and Arr AP2 block 10.
`COc1ccc(CCNS(=O)(=O)c2ccc(Cl)cc2)cc1OC` gave OPRM1-OPRD1 inv 1, PKA-R1A activ 2, Mot1-301 SUMO 8, OPRM1-OPRD1 ag -0.2, PfHsp90 yeast 2 -6, phage Ecoli inh 1.9, Pemphigus Ab inh 98, AddAB inh 1.4, Tat transport 4, E coli growth 1.4 and Arr AP2 block 10.
O=C(CSc1nnc(CNC(=O)c2ccco2)o1)NC1CCCC1 was read as OPRM1-OPRD1 inv 12, PKA-R1A activ -5, Mot1-301 SUMO -22, OPRM1-OPRD1 ag -2.0, PfHsp90 yeast 2 6, phage Ecoli inh -4.3, Pemphigus Ab inh 97, AddAB inh 2.1, Tat transport -3, E coli growth -0.3 and Arr AP2 block -2.
COC(=O)CC(=O)CSc1nc2c(cc1C#N)CCCCC2 was read as OPRM1-OPRD1 inv -4, PKA-R1A activ -15, Mot1-301 SUMO 2, OPRM1-OPRD1 ag 0.7, PfHsp90 yeast 2 -13, phage Ecoli inh 0.8, Pemphigus Ab inh 97, AddAB inh 2.4, Tat transport -6, E coli growth -0.3 and Arr AP2 block 8.
O=C(COc1ccccc1)N1CCN(C(=O)c2ccccc2F)CC1 was read as OPRM1-OPRD1 inv 19, PKA-R1A activ 2, Mot1-301 SUMO 1, OPRM1-OPRD1 ag -3.6, PfHsp90 yeast 2 -8, phage Ecoli inh 3.4, AddAB inh 4.7, Tat transport 1, E coli growth 2.6 and Arr AP2 block 3.
CCOCCCNc1c(CC)c(C)c(C#N)c2nc3ccccc3n12 was read as OPRM1-OPRD1 inv 12, PKA-R1A activ -7, Mot1-301 SUMO -4, OPRM1-OPRD1 ag -2.5, PfHsp90 yeast 2 -16, phage Ecoli inh 0.8, Pemphigus Ab inh 95, AddAB inh -2.3, Tat transport 9, E coli growth -1.8 and Arr AP2 block -5.
For Cc1cc(C)nc(NS(=O)(=O)c2ccc(NC(=O)CSc3ncn[nH]3)cc2)n1 the results were OPRM1-OPRD1 inv 11, PKA-R1A activ -3, Mot1-301 SUMO 35, OPRM1-OPRD1 ag -2.1, PfHsp90 yeast 2 18, phage Ecoli inh 6.0, Pemphigus Ab inh 95, AddAB inh 2.1, Tat transport 2, E coli growth 2.5 and Arr AP2 block 1.
Cc1ccc(CNC(=O)c2cc3ccccc3oc2=O)cc1 was read as OPRM1-OPRD1 inv 7, PKA-R1A activ -5, Mot1-301 SUMO -2, OPRM1-OPRD1 ag -1.4, PfHsp90 yeast 2 -13, phage Ecoli inh 1.2, AddAB inh -0.8, Tat transport 23, E coli growth 1.4 and Arr AP2 block 3.
`CC(=O)OCCCN1c2ccccc2Nc2nnc(-c3ccccc3)cc21` gave OPRM1-OPRD1 inv 8, PKA-R1A activ 7, Mot1-301 SUMO -7, OPRM1-OPRD1 ag -1.5, PfHsp90 yeast 2 -9, phage Ecoli inh 0.4, Pemphigus Ab inh 101, AddAB inh 2.4, Tat transport 3, E coli growth 1.4 and Arr AP2 block 28.
Screening COc1cccc(/C=C2\SC(=S)N(C(C)C(=O)NC3C=CS(=O)(=O)C3)C2=O)c1 (stereo unspecified) returned OPRM1-OPRD1 inv 5, PKA-R1A activ -12, Mot1-301 SUMO 5, OPRM1-OPRD1 ag -1.0, PfHsp90 yeast 2 -16, phage Ecoli inh -1.4, Pemphigus Ab inh 100, AddAB inh -2.0, Tat transport 0, E coli growth 0.8 and Arr AP2 block 2.
Screening Cc1nnc2n1N=CC=C(c1ccccc1)S2 returned OPRM1-OPRD1 inv 6, PKA-R1A activ -3, Mot1-301 SUMO 1, OPRM1-OPRD1 ag -1.4, PfHsp90 yeast 2 15, phage Ecoli inh 2.6, Pemphigus Ab inh 104, AddAB inh 0.4, Tat transport 2, E coli growth -0.9 and Arr AP2 block 4.
For COc1ccc(NC(=O)COC(=O)c2cc(OC)c(OC)c(OC)c2)c([N+](=O)[O-])c1 the results were OPRM1-OPRD1 inv 10, PKA-R1A activ 10, Mot1-301 SUMO -31, OPRM1-OPRD1 ag -2.1, PfHsp90 yeast 2 -4, phage Ecoli inh 2.2, Pemphigus Ab inh 100, AddAB inh -0.9, Tat transport 3, E coli growth 1.0 and Arr AP2 block 33.
`CC(C)C(NC(=O)c1cccnc1)C(=O)O` (stereo unspecified) gave OPRM1-OPRD1 inv 15, PKA-R1A activ -4, Mot1-301 SUMO 8, OPRM1-OPRD1 ag -3.1, PfHsp90 yeast 2 9, phage Ecoli inh 3.2, Pemphigus Ab inh 111, AddAB inh 4.0, Tat transport -5, E coli growth -1.8 and Arr AP2 block -25.
`CC1CCC2(CC1)NC(=O)N(NC(=O)CCc1c[nH]c3ccccc13)C2=O` (stereo unspecified) gave OPRM1-OPRD1 inv 16, PKA-R1A activ -5, OPRM1-OPRD1 ag -3.0, PfHsp90 yeast 2 -14, phage Ecoli inh 2.2, Pemphigus Ab inh 97, Tat transport -14 and Arr AP2 block -8.
Screening O=C(CC1SC(=Nc2ccccc2)N(CCCCO)C1=O)NCc1ccccc1 (stereo unspecified) returned OPRM1-OPRD1 inv 9, PKA-R1A activ -12, Mot1-301 SUMO -3, OPRM1-OPRD1 ag -1.4, PfHsp90 yeast 2 -6, phage Ecoli inh 0.3, Pemphigus Ab inh 97, AddAB inh -1.6, Tat transport -3, E coli growth -0.8 and Arr AP2 block 4.
For C/C(=N/NC(=O)c1ccncc1)c1cc2ccc(O)cc2oc1=O the results were OPRM1-OPRD1 inv 1, PKA-R1A activ -4, Mot1-301 SUMO 6, OPRM1-OPRD1 ag -0.3, PfHsp90 yeast 2 -7, phage Ecoli inh 4.5, AddAB inh -1.3, Tat transport -11, E coli growth -2.3 and Arr AP2 block 10.
`Oc1c(Cl)cc(Cl)cc1/C=N/NC(=S)NC1CC2C=CC1C2` (stereo unspecified) gave OPRM1-OPRD1 inv -24, PKA-R1A activ -14, Mot1-301 SUMO 27, OPRM1-OPRD1 ag 4.6, PfHsp90 yeast 2 -20, phage Ecoli inh 7.1, Pemphigus Ab inh 91, AddAB inh 12, Tat transport -1, E coli growth 3.1 and Arr AP2 block 40.
`COc1ccc2oc(C(=O)OCC(=O)N3CCCCC3)c(C)c2c1` gave OPRM1-OPRD1 inv 24, PKA-R1A activ -6, Mot1-301 SUMO 337, OPRM1-OPRD1 ag -4.9, PfHsp90 yeast 2 6, phage Ecoli inh 1.8, Pemphigus Ab inh 103, AddAB inh -0.5, Tat transport -1, E coli growth 1.4 and Arr AP2 block 0.
`CCOC(=O)N1CCC(c2cc(=O)n(-c3ccccc3)[nH]2)CC1` gave OPRM1-OPRD1 inv 10, PKA-R1A activ -10, Mot1-301 SUMO -13, OPRM1-OPRD1 ag -1.9, PfHsp90 yeast 2 6, phage Ecoli inh 5.1, Pemphigus Ab inh 102, AddAB inh 0.5, Tat transport -6, E coli growth 1.2 and Arr AP2 block -10.
CC[C@H](NC(=O)c1c(C)c(-c2ccccc2)nc2ccccc12)c1ccccc1 was read as OPRM1-OPRD1 inv 12, PKA-R1A activ -6, Mot1-301 SUMO 26, OPRM1-OPRD1 ag -2.1, PfHsp90 yeast 2 13, phage Ecoli inh 2.9, Pemphigus Ab inh 100, AddAB inh -2.1, Tat transport 6, E coli growth 0.9 and Arr AP2 block 12.
Screening N#CC1(NC(=O)CSc2nc3ccccc3s2)CCCCC1 returned OPRM1-OPRD1 inv 5, PKA-R1A activ -1, Mot1-301 SUMO 4, OPRM1-OPRD1 ag -1.4, PfHsp90 yeast 2 -7, phage Ecoli inh -0.7, Pemphigus Ab inh 99, AddAB inh 0.2, Tat transport 3, E coli growth 1.2 and Arr AP2 block 19.
CCN(C(=O)COC(=O)c1oc2ccc(OC)cc2c1C)C1CCS(=O)(=O)C1 (stereo unspecified) was read as OPRM1-OPRD1 inv 7, PKA-R1A activ -8, OPRM1-OPRD1 ag -1.1, PfHsp90 yeast 2 -3, phage Ecoli inh 0.8, Pemphigus Ab inh 104, Tat transport -9 and Arr AP2 block 4.
CCN(C(=O)CSc1nnc(-c2ccc3c(c2)OCO3)o1)C1CCS(=O)(=O)C1 (stereo unspecified) was read as OPRM1-OPRD1 inv 14, PKA-R1A activ -12, Mot1-301 SUMO -8, OPRM1-OPRD1 ag -3.5, PfHsp90 yeast 2 -2, phage Ecoli inh 0.9, Pemphigus Ab inh 95, AddAB inh 0.9, Tat transport -2, E coli growth 3.2 and Arr AP2 block 3.
`CCC(C)/C(C)=N/Nc1ccc(S(N)(=O)=O)cc1[N+](=O)[O-]` (stereo unspecified) gave OPRM1-OPRD1 inv -13, PKA-R1A activ -11, Mot1-301 SUMO -2, OPRM1-OPRD1 ag 2.6, phage Ecoli inh 0.8, Pemphigus Ab inh 113, AddAB inh -0.4, Tat transport 7, E coli growth -4.0 and Arr AP2 block 19.
`CCN(CC(=O)Nc1c(F)cccc1F)C(=O)C1CCN(C(=O)c2ccc(F)cc2)CC1` gave OPRM1-OPRD1 inv 5, PKA-R1A activ 1, Mot1-301 SUMO 3, OPRM1-OPRD1 ag -0.9, PfHsp90 yeast 2 -16, phage Ecoli inh 4.5, Pemphigus Ab inh 100, AddAB inh -0.7, Tat transport 0, E coli growth 0.6 and Arr AP2 block 3.
